Screens deposited in PubChem BioAssay by several laboratories.
human PMI inhibitors: MPI inhibition at elevated mannose 6-phosphate – biochemical, fluorescence intensity, high mannose 6-phosphate, primary screen (AID 1220) | recombinant PMI enzyme, coupled fluorescence intensity; higher % means a stronger effect | inhibition, % at 20 µM; hits with a dose series show IC50 in µM | 190,000 compounds, 0.66% hits
M1AAP inhibition: P. falciparum M1AAP inhibitors, biochemical, fluorogenic H-Leu-NHMec substrate, 1536-well (AID 1445) | 220,000 compounds, 0.42% hits | recombinant M1AAP, H-Leu-NHMec fluorogenic kinetic assay; higher % means a stronger effect | one-dose inhibition, % at 30 µM; IC50 in µM for titrated hits;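 active means primary inhibition above the hit cutoff, then over 50% inhibition at one or more dose response concentrations, cut at about 23% in these data, passing the limit was not always enough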;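 further: plate controls were DMSO full reaction for no effect and no enzyme background for full effect; strong numbers were not always called active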
XIAP antagonists: XIAP antagonists, biochemical, IAP family, fluorescence polarization (AID 1018); XIAP BIR domain, fluorescence polarization peptide displacement; higher % means a stronger effect; displacement, % at 20 µM; hits with a dose series show IC50 in µM; 200,000 compounds, 0.007% hits; in the data active means displacement above about 50%; further: a part of the inactive calls stands beside numbers as strong as those of hits
human PMI inhibition: MPI enzyme activity inhibition – biochemical, fluorescence intensity, coupled assay, primary screen (AID 1209) | purified PMI enzyme, coupled fluorescence intensity; higher % means a stronger effect | inhibition, % at 20 µM; hits with a dose series show IC50 in µM | 190,000 compounds, 0.42% hits;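 further: plate controls were DMSO vehicle for no effect and wells lacking substrate for full effect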
Yfh1-off respiration: enhancers of respiration in Yfh1-depleted yeast, dose response, Friedreich's ataxia, plus single-dose screen (AID 1465); S. cerevisiae Yfh1-off respiration, WST-1 reduction, 72 h; higher fold induction means a stronger effect; fold induction at 50 µM, or EC50 in µM where a hit was titrated; 220,000 compounds, 0.074% hits;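 active means fold induction of absorbance versus untreated yeast above a set limit, then at least 30% activation at any dose in follow-up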;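 further: activators that raise dye reduction in frataxin-depleted yeast; strong numbers were not always called active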
LYP phosphatase: inhibitors of LYP phosphatase, biochemical, fluorescence intensity, uHTS (AID 1779); recombinant LYP phosphatase, fluorescence intensity; higher % means a stronger effect; one-dose inhibition, % at 11.5 µM; IC50 in µM for titrated hits; 290,000 compounds, 0.054% hits;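 further: plate controls were vehicle with enzyme for no effect and no enzyme for full effect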
P. falciparum M17LAP: P. falciparum M17LAP inhibitors, primary screen, biochemical, fluorogenic H-Leu-NHMec substrate, 1536-well (AID 1619); recombinant M17LAP, H-Leu-NHMec fluorogenic kinetic assay; higher % means a stronger effect; inhibition, % at 30 µM, or IC50 in µM where a hit was titrated; 220,000 compounds, 0.38% hits;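 active means compound inhibiting the enzyme by more than half at any dose during confirmatory dose-response retesting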;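 further: plate controls were full reaction with DMSO carrier for no effect and no enzyme background for full effect; strong numbers were not always called active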
WT yeast gro inh: growth inhibition of WT yeast, mitochondrial fusion screen. mitochondrial fusion phenotypic screen, WT strain. inhibition, % at 10 µM. 190,000 compounds, 2.1% hits; in the data active means inhibition above about 58%; tested in S. cerevisiae
TNAP activators: stimulation of alkaline phosphatase TNAP activity – biochemical, luminescent, no phosphate acceptor, uHTS, primary screen (AID 1001); purified TNAP, luminescent activation assay, no phosphate acceptor; higher activation fold means a stronger effect; 200,000 compounds, 0.03% hits; activation fold at 20 µM, or EC50 in µM where a hit was titrated; in the data active means activation fold from about 3, or a potency from the dose series; inactive means the rest, 99 in 100 with activation fold below about 1.6; further: many of its hits are not listed in these tables
WT yeast gro inh mutant strain: second read-out of WT yeast gro inh, no call of its own (marks repeat the call); inhibition, %; mitochondrial fusion phenotypic screen, mutant strain inhibition
The depositor's hits bear a star. Unless noted, no stated cut-off is given here; in the data, active means inhibition above about 50%; inactive means the rest.

What do the screens show for `CC(=O)N1CCC(=NNS(=O)(=O)c2ccc(C)c([N+](=O)[O-])c2)CC1`?
human PMI inhibitors: -32%; M1AAP inhibition: 7%; XIAP antagonists: -0.2%; human PMI inhibition: -16%; Yfh1-off respiration: inactive; LYP phosphatase: -6%; P. falciparum M17LAP: 14%; WT yeast gro inh: 18; TNAP activators: 1.1; WT yeast gro inh mutant strain: 18

How did CCOc1ccccc1C(=O)NCc1ccc2c(c1)OCO2 do in these assays?
human PMI inhibitors: 0%; M1AAP inhibition: 9%; XIAP antagonists: 3.0%; human PMI inhibition: 6%; Yfh1-off respiration: inactive; LYP phosphatase: 1%; P. falciparum M17LAP: 11%; WT yeast gro inh: 6; TNAP activators: 1.1; WT yeast gro inh mutant strain: 8

How did CCc1c(C)nc2ncnn2c1Nc1ccc(C)c(C)c1 do in these assays?
human PMI inhibitors: -18%; M1AAP inhibition: -4%; XIAP antagonists: 0.2%; human PMI inhibition: -22%; Yfh1-off respiration: inactive; LYP phosphatase: 0%; P. falciparum M17LAP: 14%; WT yeast gro inh: -22; TNAP activators: 1; WT yeast gro inh mutant strain: -11

Results for OC(CNCc1ccc(Cl)cc1)(c1ccccc1)c1ccc(F)cc1 (stereo not given) ?
human PMI inhibitors: 10%; M1AAP inhibition: 2%; XIAP antagonists: -2.0%; human PMI inhibition: 10%; Yfh1-off respiration: inactive; LYP phosphatase: 1%; P. falciparum M17LAP: 2%; WT yeast gro inh: 71*; TNAP activators: 1.1; WT yeast gro inh mutant strain: 20*

How did COc1cc(C=NCC2OCCc3ccccc32)cc(OC)c1 (stereo not given) do in these assays?
human PMI inhibitors: 12%; M1AAP inhibition: 2%; XIAP antagonists: 6.4%; human PMI inhibition: 7%; Yfh1-off respiration: inactive; LYP phosphatase: 10%; P. falciparum M17LAP: 6%; WT yeast gro inh: -1; TNAP activators: 1.3; WT yeast gro inh mutant strain: -19

Results for O=C(N/N=C\c1ccc(CN(Cc2ccc(Cl)cc2)S(=O)(=O)c2ccccc2)o1)C(=O)Nc1ccc(F)cc1 ?
human PMI inhibitors: -2%; M1AAP inhibition: 12%; XIAP antagonists: -5.0%; human PMI inhibition: -3%; LYP phosphatase: 9%; P. falciparum M17LAP: 26%; WT yeast gro inh: 5; TNAP activators: 1.2; WT yeast gro inh mutant strain: -1

Results for Cc1ccc(C)c(NC(=O)Cn2nc(-c3ccccc3)nc2-c2ccccc2)c1 ?
human PMI inhibitors: -11%; M1AAP inhibition: -14%; XIAP antagonists: -2.3%; human PMI inhibition: -11%; Yfh1-off respiration: inactive; LYP phosphatase: 1%; P. falciparum M17LAP: 0%; WT yeast gro inh: 10; TNAP activators: 1; WT yeast gro inh mutant strain: -9

How did CCCc1ccc(S(=O)(=O)NCCc2ccncc2)cc1 do in these assays?
human PMI inhibitors: 3%; M1AAP inhibition: 4%; XIAP antagonists: -4.0%; human PMI inhibition: 1%; Yfh1-off respiration: inactive; LYP phosphatase: -2%; P. falciparum M17LAP: 1%; WT yeast gro inh: 4; TNAP activators: 1.1; WT yeast gro inh mutant strain: 13

What do the screens show for `O=C(CSc1nnc(-c2ccco2)o1)NC(=O)C1COc2ccccc2O1` (stereo not given)?
human PMI inhibitors: 0%; M1AAP inhibition: 2%; XIAP antagonists: -5.2%; human PMI inhibition: 3%; Yfh1-off respiration: inactive; LYP phosphatase: -4%; P. falciparum M17LAP: 5%; WT yeast gro inh: -4; TNAP activators: 1.1; WT yeast gro inh mutant strain: 6

How did OCCCCNCc1ccc(OCc2ccc(Cl)cc2)cc1 do in these assays?
human PMI inhibitors: -7%; M1AAP inhibition: 6%; XIAP antagonists: -7.7%; human PMI inhibition: -14%; Yfh1-off respiration: inactive; LYP phosphatase: -7%; P. falciparum M17LAP: 5%; WT yeast gro inh: 24; TNAP activators: 1; WT yeast gro inh mutant strain: 42

Results for O=C(c1cc2c(s1)CCC2)N1CCN(c2ccccc2)CC1 ?
human PMI inhibitors: -8%; M1AAP inhibition: 20%; XIAP antagonists: -2.6%; human PMI inhibition: -2%; Yfh1-off respiration: inactive; LYP phosphatase: -1%; P. falciparum M17LAP: 8%; WT yeast gro inh: 37; TNAP activators: 1; WT yeast gro inh mutant strain: 35

What do the screens show for `N#Cc1ncc(C(F)(F)F)cc1Sc1ccc(N)cc1`?
human PMI inhibitors: -1%; M1AAP inhibition: 11%; XIAP antagonists: -8.5%; human PMI inhibition: 5%; Yfh1-off respiration: inactive; LYP phosphatase: -4%; P. falciparum M17LAP: 4%; WT yeast gro inh: -3; TNAP activators: 1.2; WT yeast gro inh mutant strain: -3

Results for COc1ccc(Cl)cc1C(=O)NNC(=O)CCNC(C)=O ?
human PMI inhibitors: 10%; M1AAP inhibition: 2%; XIAP antagonists: -6.9%; human PMI inhibition: -1%; Yfh1-off respiration: inactive; LYP phosphatase: -4%; P. falciparum M17LAP: 10%; WT yeast gro inh: 8; TNAP activators: 1.2; WT yeast gro inh mutant strain: 5

What do the screens show for `OCCC1CN(Cc2cnc(N3CCCC3)s2)CCN1Cc1ccccc1` (stereo not given)?
human PMI inhibitors: 8%; M1AAP inhibition: -1%; XIAP antagonists: -3.9%; human PMI inhibition: 16%; Yfh1-off respiration: inactive; LYP phosphatase: -4%; P. falciparum M17LAP: -2%; WT yeast gro inh: 2; TNAP activators: 1; WT yeast gro inh mutant strain: 15

How did CCc1nc(NCc2ccco2)c2oc3ccccc3c2n1 do in these assays?
human PMI inhibitors: -44%; M1AAP inhibition: 3%; XIAP antagonists: 0.3%; human PMI inhibition: -28%; Yfh1-off respiration: inactive; LYP phosphatase: -8%; P. falciparum M17LAP: -8%; WT yeast gro inh: 15; TNAP activators: 1.2; WT yeast gro inh mutant strain: 34

A portion from the list above, for reference:
What do the screens show for `CC(=O)N1CCC(=NNS(=O)(=O)c2ccc(C)c([N+](=O)[O-])c2)CC1`?
human PMI inhibitors: -32%; M1AAP inhibition: 7%; XIAP antagonists: -0.2%; human PMI inhibition: -16%; Yfh1-off respiration: inactive; LYP phosphatase: -6%; P. falciparum M17LAP: 14%; WT yeast gro inh: 18; TNAP activators: 1.1; WT yeast gro inh mutant strain: 18

How did CCOc1ccccc1C(=O)NCc1ccc2c(c1)OCO2 do in these assays?
human PMI inhibitors: 0%; M1AAP inhibition: 9%; XIAP antagonists: 3.0%; human PMI inhibition: 6%; Yfh1-off respiration: inactive; LYP phosphatase: 1%; P. falciparum M17LAP: 11%; WT yeast gro inh: 6; TNAP activators: 1.1; WT yeast gro inh mutant strain: 8

Additional entries.
How did COc1ccccc1NC(=O)c1ccc(NC(=O)c2cc3c(s2)CCC3)cc1 do in these assays?
human PMI inhibitors: 10%; M1AAP inhibition: 4%; XIAP antagonists: -1.0%; human PMI inhibition: 16%; Yfh1-off respiration: inactive; LYP phosphatase: 1%; P. falciparum M17LAP: 5%; WT yeast gro inh: -3; TNAP activators: 0.9; WT yeast gro inh mutant strain: 2

Results for CCN(CC)CCCN1C(=O)c2oc3ccccc3c(=O)c2C1c1cccc(OC)c1OC (stereo not given) ?
human PMI inhibitors: 2%; M1AAP inhibition: 7%; XIAP antagonists: -7.0%; human PMI inhibition: -9%; Yfh1-off respiration: inactive; LYP phosphatase: -6%; P. falciparum M17LAP: 19%; WT yeast gro inh: -25; TNAP activators: 1; WT yeast gro inh mutant strain: 29

What do the screens show for `Nc1nnnn1/N=C/C(Br)=C/c1ccccc1`?
human PMI inhibitors: 47%; M1AAP inhibition: 3%; XIAP antagonists: -21%; human PMI inhibition: 15%; Yfh1-off respiration: inactive; LYP phosphatase: 3%; P. falciparum M17LAP: 5%; WT yeast gro inh: -15; TNAP activators: 1.2; WT yeast gro inh mutant strain: -11

What do the screens show for `COc1ccc(CCNc2c([N+](=O)[O-])ncn2C)cc1OC`?
M1AAP inhibition: 11%; Yfh1-off respiration: inactive; LYP phosphatase: -6%; P. falciparum M17LAP: 1%

What do the screens show for `CCCN1CCC(NC(=S)Nc2ccc([N+](=O)[O-])cc2)CC1`?
human PMI inhibitors: 12%; M1AAP inhibition: 10%; XIAP antagonists: -8.3%; human PMI inhibition: 14%; Yfh1-off respiration: inactive; LYP phosphatase: -3%; P. falciparum M17LAP: 19%; WT yeast gro inh: 0; TNAP activators: 0.9; WT yeast gro inh mutant strain: 2

Results for Cc1c(CN2CCCCC2)c(O)n(CCCO)c(=O)c1C#N ?
human PMI inhibitors: 52%*; M1AAP inhibition: -4%; XIAP antagonists: -0.3%; human PMI inhibition: 18%; Yfh1-off respiration: inactive; LYP phosphatase: -11%; P. falciparum M17LAP: 8%; WT yeast gro inh: 11; TNAP activators: 1.2; WT yeast gro inh mutant strain: 12

Results for O/N=C1/C2C3CC4C5C3C1C5C1(OCCO1)C42 (stereo not given) ?
human PMI inhibitors: -15%; M1AAP inhibition: 12%; XIAP antagonists: -10%; human PMI inhibition: -15%; Yfh1-off respiration: inactive; LYP phosphatase: -14%; P. falciparum M17LAP: 6%; WT yeast gro inh: 5; TNAP activators: 1.1; WT yeast gro inh mutant strain: 0

How did CCNc1oc(-c2ccc(OC)cc2)nc1S(=O)(=O)c1ccc(Br)cc1 do in these assays?
human PMI inhibitors: 6%; M1AAP inhibition: 0%; XIAP antagonists: -1.4%; human PMI inhibition: 10%; Yfh1-off respiration: inactive; LYP phosphatase: -2%; P. falciparum M17LAP: 0%; WT yeast gro inh: 7; TNAP activators: 1.1; WT yeast gro inh mutant strain: 5

What do the screens show for `COc1ccc(NC2=C(Cl)C(=O)N(CCc3ccccc3)C2=O)c(OC)c1`?
human PMI inhibitors: 19%; M1AAP inhibition: 2%; XIAP antagonists: -1.8%; human PMI inhibition: 17%; Yfh1-off respiration: inactive; LYP phosphatase: -7%; P. falciparum M17LAP: 6%; WT yeast gro inh: 15; TNAP activators: 1; WT yeast gro inh mutant strain: -17

What do the screens show for `Clc1ccc(CNC23CN4CN(CN(C4)C2)C3)c(Cl)c1`?
human PMI inhibitors: -4%; M1AAP inhibition: 1%; XIAP antagonists: -0.9%; human PMI inhibition: -3%; Yfh1-off respiration: inactive; LYP phosphatase: -5%; P. falciparum M17LAP: 17%; WT yeast gro inh: -7; TNAP activators: 1.1; WT yeast gro inh mutant strain: -17

What do the screens show for `Cc1cc2n(c(=O)c1C#N)CCCN2c1cccc(Cl)c1`?
human PMI inhibitors: 17%; M1AAP inhibition: 13%; XIAP antagonists: -7.9%; human PMI inhibition: 0%; Yfh1-off respiration: inactive; LYP phosphatase: 6%; P. falciparum M17LAP: 3%; WT yeast gro inh: -6; TNAP activators: 1; WT yeast gro inh mutant strain: -2

Results for CCOC(=O)N/N=C1\CCc2ccccc21 ?
human PMI inhibitors: 2%; M1AAP inhibition: 6%; XIAP antagonists: -7.3%; human PMI inhibition: 4%; Yfh1-off respiration: inactive; LYP phosphatase: -1%; P. falciparum M17LAP: 1%; WT yeast gro inh: -17; TNAP activators: 1.1; WT yeast gro inh mutant strain: -14

What do the screens show for `CCCCOc1ccc(C2CC(=O)N(C)C2=O)cc1` (stereo not given)?
human PMI inhibitors: 4%; M1AAP inhibition: 5%; XIAP antagonists: 1.8%; human PMI inhibition: 4%; Yfh1-off respiration: inactive; LYP phosphatase: -6%; P. falciparum M17LAP: 11%; WT yeast gro inh: -11; TNAP activators: 1.1; WT yeast gro inh mutant strain: 1
